# High-throughput results from PubChem BioAssay.
# KB-3-1 cytotox – kills parental KB-3-1 adenocarcinoma cells | 400,000 compounds, 1.4% hits | Potency, µM (highest dose often 46.1 µM), for inactives: at the highest dose activity change, negative = cytotoxic, most hits filed as cytotoxic | KB-3-1 viability, CellTiter-Glo ATP luminescence, 72 h; further: potency means the concentration at half of the fitted maximal effect; on the % scale 0 is the no-effect control and ±100 the full control effect; nearly all actives have a fitted effect of over 60% in size
#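 Here the drug-naive KB-3-1 line serves as comparator for MDR sub-line selectivity; cells received compound titrations, 72 h at 37 °C, then CellTiter-Glo readout.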
# HT1080-NT tox – kills 2HG-producing HT-1080-NT fibrosarcoma cells | Potency, µM (titrated, usually from 46.1 µM), for inactives: at the highest dose activity, negative = less viability, most hits filed as cytotoxic | HT-1080-NT fibrosarcoma viability, CellTiter-Glo ATP luminescence, 48 h | 360,000 compounds, 1.6% hits | AID 686970;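 further: NT is the 2HG producing partner of a matched IDH1 knockdown line; potency means the concentration at half of the fitted maximal effect; 0% = DMSO-treated cells and -100% = media-only wells without cells; nearly all actives have a fitted effect of over 55% in size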
#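 Compounds were tested in concentration-response format on HT-1080-NT cells for 48 hours at 37 degrees C. Cell viability came from CellTiter-Glo luminescence; curves were classified by r2, response magnitude and activity.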
# HT1080 IDH1KD tx – kills HT-1080 cells with IDH1 knockdown | HT-1080 IDH1 knockdown viability, ATP luminescence, 48 h | Potency, µM (top dose mostly 46.1 µM), without a hit: at the top dose activity, negative = toxicity, actives largely listed as cytotoxic | 360,000 compounds, 2% hits;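 further: potency means the concentration at half of the fitted maximal effect; 0% = DMSO wells and -100% = cell-free medium wells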
#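 Assay cells: HT-1080 with IDH1 knockdown, 750 per well, RPMI/5% FBS. Exposure: 48 h at 37 °C following 2 h pre-incubation. Read: CellTiter-Glo luminescence; fitted concentration-response, curve class assigned.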
# ATXN2 expr inh – ATXN2 expression inhibition; HEK-293 ATXN2-luciferase reporter, luminescence, 24 h; Potency, µM (highest dose often 57 µM), without a hit: at the top dose activity change, negative = inhibition, actives largely listed as inhibitors; 360,000 compounds, 0.72% hits; AID 1745845; further: potency means the concentration at half of the fitted maximal effect; on the % scale 0 is the no-effect control and ±100 the full control effect; nearly all actives have a fitted effect of over 55% in size
#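 qHTS (up to 57 uM final) was run with 24 h compound exposure of reporter cells at 37 °C. Each well was multiplexed: SteadyGlo luminescence measured ATXN2-luciferase expression after a fluorogenic Gly-Phe-AFC viability readout (25 uM final).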
# IL1B secr inh – inhibitors of inflammasome signaling (IL-1 beta secretion). activity change, % at 57.5 µM. 360,000 compounds, 4.7% hits. THP-1 LPS/ATP IL-1B secretion, AlphaLISA, 16 h; active compounds read low. AID 743279; in the data active means activity change below about -50%; inconclusive means mostly about -30% to -49%; further: on the % scale 0 is the no-effect control and ±100 the full control effect
#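 THP-1 cells pretreated 1 hr with compounds (up to 57.5 uM final), then stimulated with LPS (250 ng/mL final) plus ATP (1.25 mM final); secreted IL-1B measured by AlphaLISA after 16 hr, decreased signal indicating inhibition.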
# SW480 rerep – induces DNA re-replication in SW480 colon adenocarcinoma cells | SW480 DNA re-replication, Hoechst DNA content imaging, 48 h | 340,000 compounds, 1.8% hits | Potency, µM (titrated, usually from 46.1 µM), for inactives: at the highest dose re-replication activation, most hits filed as activators | AID 624297; further: potency means the concentration at half of the fitted maximal effect; % of control where 0% means no effect; nearly all actives have a fitted effect of over 55% in size
#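 Image-based read-out: total Hoechst fluorescence of nuclei (405 nm excitation, 500-530 nm emission), with hits raising the fraction of high-intensity nuclei. SW480 colon cells incubated 48 hr with compounds at 37 C.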
# MCF10A rereplic – inducers of DNA re-replication in MCF 10A breast cells | MCF 10A DNA re-replication, Hoechst nuclear intensity, 48 h | Potency, µM (titrated, usually from 46.1 µM), without a hit: at the highest dose activity, positive = re-replication, hits mostly activators | 350,000 compounds, 2.9% hits; further: potency means the concentration at half of the fitted maximal effect; % of control where 0% means no effect; nearly all actives have a fitted effect of over 50% in size
# KB-V1 cytotox – kills drug-selected multidrug resistant KB-V1 cells | KB-V1 MDR cells viability, CellTiter-Glo, 72 h | Potency, µM (highest dose often 46.1 µM), for inactives: top-dose activity change, negative = cytotoxicity, hits mostly cytotoxic | 400,000 compounds, 3.4% hits; further: potency means the concentration at half of the fitted maximal effect; on the % scale 0 is the no-effect control and ±100 the full control effect; nearly all actives have a fitted effect of over 60% in size
#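 Following 72 h at 37 degrees C with compound, KB-V1 cell viability was read by CellTiter-Glo luminescence, medium being phenol-red-free DMEM plus 10% FBS; concentration-response parameters came from normalized, curve-fitted qHTS data.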
# ATXN viability – reduces viability in counter-screen for ATXN expression inhibitors. S2 cells (HEK-293 line with an ATXN2-luciferase reporter) viability, CellTiter-Fluor protease fluorescence, 24 h. Potency, µM (doses to about 56.7 µM), usual class: cytotoxic. 400,000 compounds, 0.49% hits; further: potency means the concentration at half of the fitted maximal effect; nearly all actives have a fitted effect of over 40% in size
# Starred values were filed as active, the others as inactive; i = inactive; ? = inconclusive; . = not tested or not shown; [ ] = dose if it differs, or a comment. Unless noted, the call rests on the fitted dose curve; in most records, active means well fitted curve in the direction sought with a large enough effect; inconclusive means small, poorly fitted or top-dose-only effect, or another doubt; inactive means no such curve, though single readings can be large; an effect the other way counts as inactive or inconclusive. Not a hit list. About 11% of those tested had a hit in this group.
no.	SMILES	KB-3-1 cytotox	HT1080-NT tox	HT1080 IDH1KD tx	ATXN2 expr inh	IL1B secr inh	SW480 rerep	MCF10A rereplic	KB-V1 cytotox	ATXN viability
1	COc1cccc(NC(=O)CSc2nc(C3CC3)nc3ccccc23)c1	5%	-25%	-22%	-9%	-12	4%	?	-24%	i
2	COc1ccc(CN2C(=NC(=O)C3CCCO3)SC3CS(=O)(=O)CC32)cc1OC (stereo unspecified)	9%	1%	12%	-6%	-12	8%	2%	17%	i
3	Cc1ccc(NC(=O)CN(C)C(=O)c2ccc(C(F)(F)F)cc2)cc1	8%	6%	8%	8%	-25	-1%	1%	17%	i
4	Cc1noc(C)c1C(=O)Nc1cccc(S(=O)(=O)N2CCCCC2)c1	9%	-7%[9.24 µM]	-4%	-3%	21	23%	4%	-4%	i
5	O=C(OC1CCCC1)c1ccc(Cl)cc1Cl	1%	0%	13%	1%	9	-2%	19%	25%	i
6	CC(=O)Nc1ccc(OCC(=O)NCc2ccc3c(c2)OCO3)cc1	0%	11%	15%	-8%	0	-5%	1%	4%	?
7	CCC(C)NC(=O)CN(c1cc(Cl)cc(Cl)c1)S(C)(=O)=O (stereo unspecified)	-1%	0%	1%	.	8	17%	-1%	-17%	i
8	CC(=O)c1c(C)[nH]c(C(=O)OCC(=O)N2c3ccccc3NC(=O)C2(C)C)c1C	1%	11%	5%	6%	41	-4%	-4%	0%	i
9	Cc1ccccc1OCCC(=O)OCC(=O)NC(C)c1ccccc1 (stereo unspecified)	-1%	8%	4%	0%	6	4%	-8%	9%	i
10	Cc1cc(C)c(C(=O)COC(=O)CNC(=O)c2ccccc2C)c(C)c1	?	0%	12%	-4%	0	-9%	-4%	4%	i
11	Cc1ccc(C(=O)Nc2ccccc2N2CCN(C(=O)C(C)C)CC2)cc1C	-1%	-22%	-23%	-1%	-22	1%	-1%	0%	?
12	CCC1CCCCN1C(=O)Cn1c(=O)n(CC2CCC(C(=O)NC)CC2)c(=O)c2sccc21 (stereo unspecified)	-3%	.	.	-5%	.	.	.	11%	i
13	Cc1[nH]nc2c1C(C(C)C)C(C#N)=C(N)O2 (stereo unspecified)	0%	-12%	-10%	-6%	-87*	-4%	?	0%	i
14	Cc1ccccc1NC(=O)c1c(NC(=O)c2cccs2)sc2c1CCC(C)C2 (stereo unspecified)	3%	.	.	10%	.	.	.	5%	i
15	Cc1ccccc1-c1n[nH]c(=S)n1/N=C/c1c(C)nn(-c2ccccc2)c1C	-30%	-1%	?	64%[activator]	-10	-3%	4%	?	i
16	CCOc1ccc2nc(NC(=O)CN3CCN(CC)CC3)sc2c1	2%	-13%	-20%	.	5	3%	10%	30%	i
17	Cc1ccc(NC(=O)c2cc(S(=O)(=O)N3CCCC3)cn2C)cc1	-5%	-5%	1%	-10%	3	-3%	-1%	0%	i
18	CC1(C(=O)NS(=O)(=O)c2cccs2)CCN1C(=O)C1CC1 (stereo unspecified)	0%	6%	22%	0%	14	.	.	3%	i
19	O=[N+]([O-])c1cc(Cl)ccc1N1CCCC1	12%	0%	7%	-2%	0	3%	2%	10%	i
20	CCOC(=O)C1=C(C)N(Cc2ccc(C(=O)O)cc2)C(=O)NC1c1ccc([N+](=O)[O-])cc1 (stereo unspecified)	13%	0%	0%	7%	14	-4%	1%	-2%	i
21	O=C(CN1CCC(O)(c2ccc(F)cc2)CC1)NCc1ccc(F)cc1	17%	10%	-28%	3%	-24	21%	1%	-8%	i
22	CCC(=O)NC(=S)Nc1ccc(NC(=O)c2cc3ccccc3o2)c(OC)c1	9%	9%	-14%	-14%	4	-5%	0%	8%	i
23	COc1cccc(CNC(=O)CCC2CCCN(C(=O)c3ccc(OC)o3)C2)c1 (stereo unspecified)	0%	-3%	-9%	.	0	0%	-3%	?	i
24	COc1cc(C(=O)NNC(=O)CNC(=O)c2ccc(Br)o2)cc(OC)c1OC	0%	1%	0%	-2%	6	-6%	0%	14%	i
25	O=C(NCc1ccccn1)c1cc(-c2ccc(Br)cc2)nc2ccccc12	-13%	9%	12%	3%	-4	-10%	?	2.6µM*	i
26	CCCC(C)C(=O)Nc1ccc(F)c(Cl)c1 (stereo unspecified)	14%	3%	-10%	-5%[11.3 µM]	-3	-2%	-1%	-9%	i
27	Nc1nc2n(n1)C(c1ccco1)CC(c1ccc(Cl)cc1)N2 (stereo unspecified)	?	0%	0%	-3%	0	0%[9.22 µM]	-5%	16%	i
28	CC(C)NC(=O)c1cc2c(C(F)(F)F)nn(C)c2s1	-8%	18%	20%	6%	-2	0%	2%	-3%	i
29	Cc1ccc(NS(=O)(=O)c2ccc3[nH]c(=O)[nH]c3c2)cc1	1%	0%	-5%	-16%	-25	?	-1%	8%	i
30	COc1ccc(-c2cc(C(F)(F)F)n3nc(C(=O)Nc4cc(C)on4)cc3n2)cc1OC	19%	4%	6%	3%	-18	1%	?	?	i

# Among those listed so far, six have four or more nitrogen atoms.
no.	SMILES	KB-3-1 cytotox	HT1080-NT tox	HT1080 IDH1KD tx	ATXN2 expr inh	IL1B secr inh	SW480 rerep	MCF10A rereplic	KB-V1 cytotox	ATXN viability
12	CCC1CCCCN1C(=O)Cn1c(=O)n(CC2CCC(C(=O)NC)CC2)c(=O)c2sccc21 (stereo unspecified)	-3%	.	.	-5%	.	.	.	11%	i
13	Cc1[nH]nc2c1C(C(C)C)C(C#N)=C(N)O2 (stereo unspecified)	0%	-12%	-10%	-6%	-87*	-4%	?	0%	i
15	Cc1ccccc1-c1n[nH]c(=S)n1/N=C/c1c(C)nn(-c2ccccc2)c1C	-30%	-1%	?	64%[activator]	-10	-3%	4%	?	i
16	CCOc1ccc2nc(NC(=O)CN3CCN(CC)CC3)sc2c1	2%	-13%	-20%	.	5	3%	10%	30%	i
27	Nc1nc2n(n1)C(c1ccco1)CC(c1ccc(Cl)cc1)N2 (stereo unspecified)	?	0%	0%	-3%	0	0%[9.22 µM]	-5%	16%	i
30	COc1ccc(-c2cc(C(F)(F)F)n3nc(C(=O)Nc4cc(C)on4)cc3n2)cc1OC	19%	4%	6%	3%	-18	1%	?	?	i

# Following part:
no.	SMILES	KB-3-1 cytotox	HT1080-NT tox	HT1080 IDH1KD tx	ATXN2 expr inh	IL1B secr inh	SW480 rerep	MCF10A rereplic	KB-V1 cytotox	ATXN viability
31	Cc1ccc(-c2cc(C(=O)NCc3ccco3)no2)cc1	15%	21%	-3%	22%	-7	-1%	?	-8%	i
32	COc1ccc(Br)cc1CN(C)C(=O)c1cc(Cl)c2c(c1)OCCO2	-7%	-9%	-26%	-28%	-26	-5%	24%	?	i
33	CCc1cc2c(=O)n(-c3ccccc3)c(=S)[nH]c2s1	-20%	-2%[9.24 µM]	-20%	-3%	21	-5%	-3%	12%	i
34	CCOc1ccccc1NS(=O)(=O)c1cccc2nsnc12	0%	-4%	0%	3%	12	-10%	-10%	?	i
35	COC1CC(=O)C2OC(c3ccccc3)OCC2O1 (stereo unspecified)	2%	0%	2%	.	-17	.	.	11%	i
36	COc1cc(C(=O)NCc2nnc(SCC(=O)NC3CCCC3)o2)cc(OC)c1OC	-6%	7%	11%	5%	40	1%	4%	-7%	i
37	COc1cc(OC)c(C2N(c3ccc(Cl)c(Cl)c3)C(=O)C3CCCN32)cc1OC (stereo unspecified)	-1%	-28%	-24%	-35%	?	2%	8%	16%	?
38	O=[N+]([O-])c1ccc(Cl)c(S(=O)(=O)N2CCCCCC2)c1	6%	6%	7%	-3%	11	2%	15%	?	?
39	O=C(CN(C(=O)c1csnn1)c1ccc(F)c(Cl)c1)NCc1ccc(F)cc1	-7%	-3%	-11%	-15%	-9	-10%	-1%	?	i
40	CC(C)(C)C1=CC(=O)C(N2CCOCC2)=CC1=O	3%	-2%	-7%	-8%	35	1%	11%	13%	i
41	COc1cc(OC)c(OC)cc1CNc1nnnn1C	-4%	24%	18%	2%	-1	-22%	-3%	14%	i
42	CS(=O)(=O)c1ccc(Cl)c(NC(=O)COC(=O)CNC(=O)c2ccc(Br)o2)c1	-1%	0%	21%	3%	-2	0%	2%	?	i
43	O=C(O)c1cc(N2C(=O)C=CC2=O)cc(N2C(=O)C=CC2=O)c1	17%	11%	14%	-5%	24	-12%	-1%	?	i
44	CCc1ccc(CNC(=O)C2COc3ccc(OC)cc3C2)cc1 (stereo unspecified)	-1%	.	.	1%	.	.	.	26%	i
45	COc1cccc(-n2cc3c(=O)n(C)c(=O)n(C)c3c2)c1	23%	-1%	-1%	33%	19	-1%	1%	-9%	i

# Records above that bear a hit mark in IL1B secr inh:
no.	mol	IL1B secr inh	SW480 rerep
13	Cc1[nH]nc2c1C(C(C)C)C(C#N)=C(N)O2 (stereo unspecified)	-87*	-4%

# Next records.
no.	SMILES	KB-3-1 cytotox	HT1080-NT tox	HT1080 IDH1KD tx	ATXN2 expr inh	IL1B secr inh	SW480 rerep	MCF10A rereplic	KB-V1 cytotox	ATXN viability
46	COc1cccc(CN2C(=O)c3ccccc3Sc3ccc(C(=O)NCc4ccccc4)cc32)c1	1%	.	.	1%	.	.	.	12%	i
47	CC1(C(=O)NCc2ccccc2)CN(S(C)(=O)=O)CC(=O)N1C1CC1 (stereo unspecified)	-7%	14%	4%	.	8	.	.	6%	.
48	Cc1nn2cc(-c3ccccc3)nc2s1	-14%	-28%	6%[9.24 µM]	-15%	-18	3%	23%	0%	i
49	COc1ccccc1NC(=O)c1oc2ccccc2c1NC(=O)c1ccccc1C(F)(F)F	?	.	.	12%	.	.	.	?	i
50	CC(C)CCN(Cc1ccco1)C(=O)c1cc2c(s1)-c1ccccc1OC2	-12%	.	.	-27%	.	.	.	?	i
51	C=CCOc1cccc(C2C(C(=O)c3ccco3)=C(O)C(=O)N2Cc2ccncc2)c1 (stereo unspecified)	14%	8%	18%	-9%	5	-1%	-6%	2%	i
